KB-V1 MDR tox: KB-V1 MDR subline cytotoxicity; Potency, µM (titrated, usually from 46.1 µM), for inactives: at the highest dose activity change, negative = cytotoxicity, usual class: cytotoxic; 3.4% of 400,000 active; KB-V1 MDR cells viability, CellTiter-Glo, 72 h; also: potency is read from the fitted curve at half-maximal effect; % is scaled to controls: 0 for no effect and ±100 for the full control effect; nearly all actives have a fitted effect of over 60% in size
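KB-V1, DMEM (no phenol red) + 10% FBS; cpd pin-transferred, titration series; 72 h, 37 degrees C; CellTiter-Glo, luminescence. Data normalized, curve-fit.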
MCF10A rereplic: induces DNA re-replication in MCF 10a normal breast cells. MCF 10A DNA re-replication, Hoechst nuclear intensity, 48 h. Potency, µM (doses to about 46.1 µM), inactives show at the top dose activity, positive = re-replication, hits mostly activators. 2.9% of 350,000 active; also: potency is read from the fitted curve at half-maximal effect; % of control where 0% means no effect; nearly all actives have a fitted effect of over 50% in size
SW480 rerep: inducers of DNA re-replication in SW480 colon cancer cells | SW480 DNA re-replication, Hoechst DNA content imaging, 48 h | Potency, µM (highest dose often 46.1 µM), without a hit: at the highest dose re-replication activation, usual class: activators | 1.8% of 340,000 active; also: potency is read from the fitted curve at half-maximal effect; % of control where 0% means no effect; nearly all actives have a fitted effect of over 55% in size
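250 cells/well; 23 nL cpd via pin tool; 48 hr, 37 C, 5% CO2; Hoechst 40 min; imager read of total nuclear intensity, ex 405/em 500-530 nm.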
HT1080NT lethal: kills 2HG-producing HT-1080-NT fibrosarcoma cells. 1.6% of 360,000 active. HT-1080-NT fibrosarcoma viability, CellTiter-Glo ATP luminescence, 48 h. Potency, µM (titrated, usually from 46.1 µM), for inactives: at the highest dose activity, negative = less viability, hits mostly cytotoxic;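 also: NT is the 2HG producing partner of a matched IDH1 knockdown line; potency is read from the fitted curve at half-maximal effect; 0% = DMSO-treated cells and -100% = media-only wells without cells; nearly all actives have a fitted effect of over 55% in size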
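A 48-hour cytotoxicity screen used HT-1080-NT cells plated 2 hours before compound delivery. ATP-based CellTiter-Glo luminescence measured viability, normalized to DMSO and no-cell controls.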
HT1080 IDH1KD tx: kills HT-1080 cells with IDH1 knockdown; HT-1080 IDH1 knockdown viability, ATP luminescence, 48 h; Potency, µM (doses to about 46.1 µM), for inactives: top-dose activity, negative = toxicity, actives largely listed as cytotoxic; AID 686971; 2% of 360,000 active;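 also: potency is read from the fitted curve at half-maximal effect; 0% = DMSO wells and -100% = cell-free medium wells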
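CellTiter-Glo luminescence after 48 h compound exposure at 37 degrees C of IDH1-knockdown HT-1080 cells in 5% FBS RPMI. %Activity scaled between DMSO wells and cell-free media wells, with curves fitted and assigned curve classes.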
ATXN2 expr inh: ATXN2 expression inhibition. HEK-293 ATXN2-luciferase reporter, luminescence, 24 h. Potency, µM (top dose mostly 57 µM), for inactives: at the top dose activity change, negative = inhibition, actives largely listed as inhibitors. 0.72% of 360,000 active. AID 1745845; also: potency is read from the fitted curve at half-maximal effect; % is scaled to controls: 0 for no effect and ±100 for the full control effect; nearly all actives have a fitted effect of over 55% in size
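ATXN2-luciferase reporter cells (luciferase flanked by upstream and downstream ATXN2 gene portions) were treated 24 h at 37 °C with compounds at up to 57 uM. SteadyGlo luminescence gave expression; GF-AFC fluorescence gave viability.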
KB-3-1 tox: KB-3-1 parental cell cytotoxicity | KB-3-1 viability, CellTiter-Glo ATP luminescence, 72 h | Potency, µM (top dose mostly 46.1 µM), inactives show at the top dose activity change, negative = cytotoxic, hits mostly cytotoxic | 1.4% of 400,000 active | AID 1347075; also: potency is read from the fitted curve at half-maximal effect; % is scaled to controls: 0 for no effect and ±100 for the full control effect; nearly all actives have a fitted effect of over 60% in size
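KB-3-1 parental drug-naive adenocarcinoma cells in DMEM/10% FBS, incubated 72 h at 37 C with pin-transferred compounds across a concentration series. Viability by CellTiter-Glo luminescence; concentration-response curves fitted after normalization.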
IL-1B inflam inh: inhibitors of inflammasome signaling (IL-1 beta secretion); THP-1 LPS/ATP IL-1B secretion, AlphaLISA, 16 h; stronger effect = lower value; activity change, % at 57.5 µM; 4.7% of 360,000 active; AID 743279; in the data active = activity change below about -50%; inconclusive = mostly about -30% to -49%; also: % is scaled to controls: 0 for no effect and ±100 for the full control effect
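Secreted IL-1B measured by AlphaLISA bead assay after 16 h compound exposure of THP-1 cells; compounds (final up to 57.5 uM) added 1 h before LPS (250 ng/mL) and ATP (1.25 mM) stimulation; lower signal means less secretion.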
S2 tox: cell viability loss in ATXN counter-screen | S2 cells (HEK-293 line with an ATXN2-luciferase reporter) viability, CellTiter-Fluor protease fluorescence, 24 h | Potency, µM (highest dose often 56.7 µM), most hits filed as cytotoxic | 0.49% of 400,000 active | AID 651635; also: potency is read from the fitted curve at half-maximal effect; nearly all actives have a fitted effect of over 40% in size
Starred values were filed as active, the others as inactive; [ ] = dose if it differs, or a comment. Unless noted, calls follow the shape of the dose curve; as a rule, active = well fitted curve in the direction sought with a large enough effect; inconclusive = small, poorly fitted or top-dose-only effect, or another doubt; inactive = no such curve, though single readings can be large; an effect the other way counts as inactive or inconclusive.

For COc1ccc(NC(=O)C2CCN(S(=O)(=O)c3ccc4c(c3)NC(=O)C(C)S4)CC2)cc1 (configuration not stated) the results were KB-V1 MDR tox -3%, MCF10A rereplic inconclusive, SW480 rerep -2%, HT1080NT lethal inconclusive, HT1080 IDH1KD tx inconclusive, ATXN2 expr inh -32%, KB-3-1 tox 0%, IL-1B inflam inh 44 and S2 tox inactive.
Screening Cc1noc(C)c1COc1cccc(C(=O)OC(C)C#N)c1 (configuration not stated) returned KB-V1 MDR tox -16%, MCF10A rereplic -8%, SW480 rerep 10%, HT1080NT lethal -4%, HT1080 IDH1KD tx -6%, ATXN2 expr inh 1%, KB-3-1 tox -7%, IL-1B inflam inh -14 and S2 tox inactive.
`COC(=O)CCC(=O)Nc1ccc(N=Nc2ccccc2)cc1` gave KB-V1 MDR tox -17%, MCF10A rereplic 0%, SW480 rerep 1%, HT1080NT lethal -11%, HT1080 IDH1KD tx -7%, ATXN2 expr inh 24%, KB-3-1 tox -7%, IL-1B inflam inh 11 and S2 tox inactive.
COc1ccc(OC)c(CN2CCN(C(=O)CCNC(=O)c3ccc(Br)cc3)CC2)c1 was read as KB-V1 MDR tox -3%, MCF10A rereplic -2%, SW480 rerep inconclusive, HT1080NT lethal 0%, HT1080 IDH1KD tx -1%, ATXN2 expr inh -9%, KB-3-1 tox 10%, IL-1B inflam inh -16 and S2 tox inactive.
`CCOC(=O)C1C(=O)N(C(=O)c2ccc(OC)cc2)CC1c1ccccc1` (configuration not stated) gave KB-V1 MDR tox inconclusive, MCF10A rereplic -1%, SW480 rerep -4%, HT1080NT lethal -5%[9.24 µM], HT1080 IDH1KD tx -23%, ATXN2 expr inh 3%, KB-3-1 tox 13%, IL-1B inflam inh 2 and S2 tox inactive.
`COc1cc(NC(=O)c2cc3ccccc3cc2OC)ccc1NC(=O)c1cccs1` gave KB-V1 MDR tox -15%, MCF10A rereplic inconclusive, SW480 rerep inconclusive, HT1080NT lethal -30%, HT1080 IDH1KD tx -16%, ATXN2 expr inh inconclusive, KB-3-1 tox inconclusive, IL-1B inflam inh -69* and S2 tox inactive.
For COc1cc(C)c(CN2CCC(Cc3ccccc3)CC2)cc1C the results were KB-V1 MDR tox -7%, MCF10A rereplic inconclusive, SW480 rerep inconclusive, HT1080NT lethal -17%, HT1080 IDH1KD tx -7%, ATXN2 expr inh 109%[activator], KB-3-1 tox 2%, IL-1B inflam inh inconclusive and S2 tox inconclusive.
CCCn1c(=O)c2c(nc3n2CCCN3CCc2ccc(OC)c(OC)c2)n(C)c1=O was read as KB-V1 MDR tox inconclusive, MCF10A rereplic -10%, SW480 rerep 2%, HT1080NT lethal 2%, HT1080 IDH1KD tx -3%, KB-3-1 tox -15%, IL-1B inflam inh 1 and S2 tox inactive.
Screening COc1ccc(NC(=O)CCSc2nc(-c3ccc(OC)cc3)cc(C(F)(F)F)n2)cc1 returned KB-V1 MDR tox 0%, ATXN2 expr inh 1%, KB-3-1 tox -3% and S2 tox inactive.
`CCc1ccc(C(O)(c2ccccc2OC)C(CN2CCOCC2)c2ccccc2)cc1` (configuration not stated) gave KB-V1 MDR tox -29%, MCF10A rereplic 17%[9.22 µM], SW480 rerep 14%, HT1080NT lethal -28%, HT1080 IDH1KD tx -16%, ATXN2 expr inh -30%, KB-3-1 tox -2%, IL-1B inflam inh 37 and S2 tox inactive.

Reprinted from the part before: 2 compounds; new compounds follow.
Screening COc1ccc(NC(=O)CCSc2nc(-c3ccc(OC)cc3)cc(C(F)(F)F)n2)cc1 returned KB-V1 MDR tox 0%, ATXN2 expr inh 1%, KB-3-1 tox -3% and S2 tox inactive.
`CCc1ccc(C(O)(c2ccccc2OC)C(CN2CCOCC2)c2ccccc2)cc1` (configuration not stated) gave KB-V1 MDR tox -29%, MCF10A rereplic 17%[9.22 µM], SW480 rerep 14%, HT1080NT lethal -28%, HT1080 IDH1KD tx -16%, ATXN2 expr inh -30%, KB-3-1 tox -2%, IL-1B inflam inh 37 and S2 tox inactive.
For Cc1ccc(/C=C/C(=O)N2CCc3ccccc32)o1 the results were KB-V1 MDR tox -1%, MCF10A rereplic 14%, SW480 rerep -7%, HT1080NT lethal -2%, HT1080 IDH1KD tx inconclusive, ATXN2 expr inh 76%[activator], KB-3-1 tox -6%, IL-1B inflam inh -81* and S2 tox inactive.
COc1ccc(-c2cc(=O)oc3c(C)c(OCC(=O)N[C@@H](Cc4ccc(O)cc4)C(=O)O)ccc23)cc1 was read as KB-V1 MDR tox 14%, MCF10A rereplic -57%, SW480 rerep -27%, HT1080NT lethal -5%, HT1080 IDH1KD tx 7%, ATXN2 expr inh -1%, KB-3-1 tox 0%, IL-1B inflam inh 9 and S2 tox inactive.
COc1ccc(CCNc2ncnc3c2nnn3Cc2ccccc2)cc1OC was read as KB-V1 MDR tox -10%, MCF10A rereplic inconclusive, SW480 rerep -9%, HT1080NT lethal -12%, HT1080 IDH1KD tx -1%, ATXN2 expr inh 181%[activator], KB-3-1 tox 2%, IL-1B inflam inh -11 and S2 tox inactive.
Screening N#Cc1c(N)nc2c(c1-c1ccc(Br)s1)CCCC2 returned KB-V1 MDR tox -1%, MCF10A rereplic -5%, SW480 rerep -40%[inhibitor], HT1080NT lethal 8%, HT1080 IDH1KD tx -8%, ATXN2 expr inh 5%, KB-3-1 tox inconclusive, IL-1B inflam inh 21 and S2 tox inactive.
`O=C1c2oc3ccccc3c(=O)c2C(c2cccc(O)c2)N1Cc1ccc(F)cc1` (configuration not stated) gave KB-V1 MDR tox -20%, ATXN2 expr inh -26%, KB-3-1 tox 0% and S2 tox inactive.
COc1ccc(C2(c3ccc(OC)cc3)NC(=O)N(CC(=O)Nc3cc(C)on3)C2=O)cc1 was read as KB-V1 MDR tox 22%, MCF10A rereplic 19%, SW480 rerep 23%, HT1080NT lethal -10%, HT1080 IDH1KD tx -4%, ATXN2 expr inh 0%, KB-3-1 tox 16%, IL-1B inflam inh 21 and S2 tox inactive.
For COc1ccc(C(=O)NCC(c2ccc3c(c2)OCO3)N2CCN(c3ccc(F)cc3)CC2)cc1 (configuration not stated) the results were KB-V1 MDR tox 4%, ATXN2 expr inh 0%, KB-3-1 tox -27% and S2 tox inconclusive.
O=C(O)c1cnn(-c2nc(-c3ccc(Br)cc3)cs2)c1C(F)(F)F was read as KB-V1 MDR tox 21%, MCF10A rereplic -3%, SW480 rerep -30%, HT1080NT lethal 4%, HT1080 IDH1KD tx -9%, KB-3-1 tox 0%, IL-1B inflam inh -11 and S2 tox inactive.
For COCCNC(=O)C(c1cccc(OC)c1)N(Cc1cccs1)C(=O)Cn1nnc2ccccc21 (configuration not stated) the results were KB-V1 MDR tox -5%, MCF10A rereplic -1%, SW480 rerep -6%, HT1080NT lethal -1%, HT1080 IDH1KD tx 1%, ATXN2 expr inh -7%, KB-3-1 tox -1%, IL-1B inflam inh 37 and S2 tox inactive.
Screening N#CCCN1CCN(S(=O)(=O)c2ccc(S(=O)(=O)NC3CC3)cc2)CC1 returned KB-V1 MDR tox 2%, MCF10A rereplic 17%, SW480 rerep -12%, HT1080NT lethal -1%, HT1080 IDH1KD tx 8%, ATXN2 expr inh 5%, KB-3-1 tox 1%, IL-1B inflam inh -1 and S2 tox inactive.
Screening CCCCN1CC(C)(C)[C@H](CC(=O)Nc2ccccc2)C1=O returned KB-V1 MDR tox -16%, HT1080NT lethal 4%, HT1080 IDH1KD tx -4%, ATXN2 expr inh -4%, KB-3-1 tox 8%, IL-1B inflam inh -27 and S2 tox inactive.
For CC(=O)[C@H]1CCC2C3CC=C4C[C@@H](O)CC[C@]4(C)C3CC[C@@]21C (some centres not stated) the results were KB-V1 MDR tox inconclusive, MCF10A rereplic -5%, SW480 rerep 1%, HT1080NT lethal 4%, HT1080 IDH1KD tx 1%, ATXN2 expr inh 2%, KB-3-1 tox -9%, IL-1B inflam inh 17 and S2 tox inactive.
Screening Cc1ccc(CC2S/C(=C(/C#N)C(=O)N3CCOCC3)N(c3ccccc3)C2=O)cc1 (configuration not stated) returned KB-V1 MDR tox -4%, MCF10A rereplic -53%[inhibitor], SW480 rerep 4%, HT1080NT lethal 7%, HT1080 IDH1KD tx 10%, ATXN2 expr inh -17%, KB-3-1 tox 4%, IL-1B inflam inh -2 and S2 tox inactive.
Screening COc1cccc(/C=N/NC(=O)CCCC(=O)NC2CCCCC2)c1 returned KB-V1 MDR tox 10%, MCF10A rereplic -15%, SW480 rerep -1%, HT1080NT lethal 11%, HT1080 IDH1KD tx 5%, ATXN2 expr inh -13%, KB-3-1 tox 3%, IL-1B inflam inh 16 and S2 tox inactive.
O=C(CN(c1ccccc1)S(=O)(=O)c1ccccc1)N/N=C/c1ccco1 was read as KB-V1 MDR tox -13%, MCF10A rereplic 2%, SW480 rerep -19%, HT1080NT lethal 11%, HT1080 IDH1KD tx 7%, ATXN2 expr inh 3%, KB-3-1 tox 12%, IL-1B inflam inh 2 and S2 tox inconclusive.
`CCc1nnc(NC(=O)CN2C(=O)c3ccccc3C2=O)s1` gave KB-V1 MDR tox 0%, MCF10A rereplic 1%, SW480 rerep -4%, HT1080NT lethal 3%, HT1080 IDH1KD tx -1%, ATXN2 expr inh -1%, KB-3-1 tox -4%, IL-1B inflam inh 8 and S2 tox inactive.
Cc1cn(CCC(=O)Nc2ccccc2N2CCOCC2)c2ccccc12 was read as KB-V1 MDR tox -16%, MCF10A rereplic 2%, SW480 rerep 0%, HT1080NT lethal 2%, HT1080 IDH1KD tx -9%, ATXN2 expr inh 50%[activator], KB-3-1 tox 1%, IL-1B inflam inh -12 and S2 tox inactive.
`O=S(=O)(c1ccc(Cl)cc1)N1CCCC(c2nc(-c3ccc(F)cc3)no2)C1` (configuration not stated) gave KB-V1 MDR tox -13%, MCF10A rereplic 6%, SW480 rerep 12%[9.22 µM], HT1080NT lethal 14%, HT1080 IDH1KD tx 11%, ATXN2 expr inh -4%, KB-3-1 tox -19%, IL-1B inflam inh -26 and S2 tox inactive.

Screens: PubChem, National Center for Advancing Translational Sciences (NCATS)
